# CRFBP-R2 agonist: agonists of CRF-BP/CRF-R2 complex, primary screen, cell-based, HEK293, calcium dye fluorescence, uHTS | CRF-binding protein / CRF receptor 2 complex (human) | calcium dye fluorescence (FLIPR); percent of saturating CRF peptide response | activation, % at 13.2 µM | 0.46% of 350,000 active | AID 588473, 2011;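 active = activation of at least 50%, plus an integration ratio under a set limit after plate pattern correction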;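 also: plate controls were neutral control wells without compound for no effect and CRF at EC100 for full effect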
# M4 ag: human M4 muscarinic receptor agonists, primary screen, CHO-K1 cells, Fluo-8 calcium fluorescence; Muscarinic acetylcholine receptor M4 (Homo sapiens), P08173; CHO-K1 hM4/Gqi5; vehicle 0%, full acetylcholine response 100%; activation, % at 3 µM; 0.14% of 360,000 active; AID 624127, 2012;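 active = activation above the run mean over all test wells plus 3 SD, cut at about 32% in these data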;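 also: peak over basal fluorescence ratio per well then scaled between controls; 0% = DMSO wells and 100% = acetylcholine at EC100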
# CHRM5 antagonist: human M5 muscarinic receptor antagonists, primary screen, CHO cells, Fluo-8 calcium fluorescence. CHO-hM5 cells, ACh EC80. inhibition, % at 3 µM. 0.59% of 360,000 active. AID 624040, 2012;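 active = inhibition above a per-plate cutoff, the mean of that plate's test compounds plus 3 SD, cut at about 27% in these data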;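 also: 0% = acetylcholine EC80 with DMSO and 100% = DMSO without agonist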
# M1 PAM: human M1 muscarinic receptor positive allosteric modulators, primary screen, CHO-K1 cells, Fluo-8 calcium fluorescence, 1536-well; Muscarinic acetylcholine receptor M1 (Homo sapiens), P11229; 0.088% of 360,000 active; activation, % at 3 µM; CHO-K1 hM1, ACh EC20; 0% = ACh EC20, 100% = maximal ACh; in the data active = activation above about 19%, passing the limit was not always enough
# Target sequence (P11229 whole entry, looked up): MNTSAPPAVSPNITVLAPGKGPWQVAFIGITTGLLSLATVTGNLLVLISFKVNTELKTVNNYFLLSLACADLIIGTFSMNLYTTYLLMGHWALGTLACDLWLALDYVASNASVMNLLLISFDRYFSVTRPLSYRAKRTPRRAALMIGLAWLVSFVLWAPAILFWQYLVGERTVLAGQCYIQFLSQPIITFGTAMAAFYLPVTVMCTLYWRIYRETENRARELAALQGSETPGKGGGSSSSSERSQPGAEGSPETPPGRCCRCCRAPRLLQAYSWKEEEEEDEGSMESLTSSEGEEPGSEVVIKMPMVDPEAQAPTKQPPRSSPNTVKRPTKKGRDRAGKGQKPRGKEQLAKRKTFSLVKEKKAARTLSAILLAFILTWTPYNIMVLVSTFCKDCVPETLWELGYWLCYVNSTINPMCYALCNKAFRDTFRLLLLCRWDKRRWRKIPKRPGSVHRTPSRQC
# M4 antag: human M4 muscarinic receptor antagonists, primary screen, CHO cells, Fluo-8 calcium fluorescence. CHO-hM4 cells, ACh EC80. AID 624125, 2012. 0.73% of 360,000 active. inhibition, % at 3 µM;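 active = inhibition above its plate's cutoff, the mean inhibition of sample wells plus 3 SD, cut at about 27% in these data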;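 also: 0% = acetylcholine EC80 with DMSO and 100% = DMSO without agonist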
# M5 PAM: human M5 muscarinic receptor positive allosteric modulators, primary screen, CHO-K1 cells, Fluo-8 calcium fluorescence. CHO-K1 hM5, ACh EC20 PAM; 0% = ACh EC20, 100% = ACh EC100. activation, % at 3 µM. 0.3% of 360,000 active. AID 624038, 2012;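 active = activation above the run cutoff, the mean activation of all test compounds plus 3 SD, cut at about 18% in these data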
#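 Assay system: CHO-K1 hM5 cells / Incubation: Fluo-8 loading 80 min at 37 °C plus 30 min room temperature / Technique: Fluo-8 calcium dye fluorescence, kinetic read / Repeats: single replicate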
# CRFR2-BP antag: antagonists of CRF-BP/CRF-R2 complex, primary screen, cell-based, HEK293, calcium dye fluorescence, uHTS; CRF-induced calcium fluorescence; inhibition, % at 11.8 µM; 0.59% of 350,000 active; AID 588475, 2011;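 active = inhibition of the ligand-induced calcium signal above about 50% at the single tested concentration, limit read from the data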
# CHRM5 agonist: human M5 muscarinic receptor agonists, primary screen, CHO-K1 cells, Fluo-8 calcium fluorescence; Muscarinic acetylcholine receptor M5 (Homo sapiens), P08912; CHO-K1 hM5 cells; 0% DMSO wells, 100% maximal acetylcholine response; activation, % at 3 µM; 0.19% of 360,000 active; AID 624037, 2012;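 active = activation above the run's mean over test compounds plus 3 SD, cut at about 23% in these data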;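 also: signal is peak over basal fluorescence ratio across the kinetic read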
# CHRM4 PAM: human M4 muscarinic receptor positive allosteric modulators, primary screen, CHO-K1 cells, Fluo-8 calcium fluorescence; CHO-K1 hM4/Gqi5, ACh EC20; 0% = ACh EC20, 100% = maximal ACh; activation, % at 3 µM; 0.4% of 360,000 active;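 active = activation above its plate's cutoff, the mean activation of sample wells plus 3 SD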; also: some results filed as inactive read as strong as hits
# The depositor's hits bear a star; . = no result given.
smiles	CRFBP-R2 agonist	CHRM5 antagonist	CRFR2-BP antag	CHRM5 agonist	M4 ag	CHRM4 PAM	M5 PAM	M1 PAM	M4 antag
O=C(NC(Cc1ccccc1)C(=O)O)/C(=C/c1cccc(Br)c1)NC(=O)c1ccco1 (stereo not drawn)	-0.5	4	-5	-1	-1	-1	-1	2	-8
COc1ccc(NC(=O)CCCC(=O)NCCc2ccc(OC)c(OC)c2)cc1	2.5	0	-11	0	0	2	-2	11	-3
C[C@H](NC(=O)c1[nH]cnc1C(=O)Nc1ccccc1)c1ccccc1	-1.6	3	-9	0	3	7	2	-6	-2
CCN(CC)c1ccc(CNc2nc3ccccc3n2CCN2CCOCC2)cc1	1.5	-7	-10	-5	2	-2	-1	13	1
O=C(c1oc(=O)c2ccccc2c1-c1ccccc1)N1CCN(C2CCCCC2)CC1	-4.0	15	-16	-3	8	-11	-24	-26	0
COc1ccccc1N(CC(=O)Nc1ccccc1C(=O)NC(C)C)S(C)(=O)=O	-1.9	-2	-27	0	0	-3	-6	4	-3
O=C(CSc1nc2c(sc3ccccc32)c(=O)n1Cc1ccco1)NCC1CCCO1 (stereo not drawn)	-0.9	0	4	-3	1	-2	-3	4	4
CC(=O)CCn1cc([N+](=O)[O-])nc1C	-0.6	19	9	6	15	-18	-15	-8	11
CCn1cnc2c1c(=O)n(CC(=O)O)c(=O)n2Cc1ccccc1	0.8	8	-11	-2	0	-3	3	2	5
O=C1NC(c2ccccc2)C(c2ccccc2)N1 (stereo not drawn)	0.9	8	16	-6	1	-1	2	4	0
COc1ccc(O)c(/C=N/Nc2nc(C)cc(-c3ccccc3)n2)c1	-0.3	-5	-1	-7	5	-10	-6	-4	-6
CCOc1ccc(OCC(=O)Nc2ccc(S(N)(=O)=O)cc2)cc1	0.7	11	7	1	2	0	-5	12	10
CC(=O)NC(C)(c1ccccc1)c1nc(-c2ccc(S(C)(=O)=O)cc2)cs1 (stereo not drawn)	.	5	.	1	1	5	-2	1	-16
COc1ccc(OCCNC(=O)Nc2cc(F)c(F)cc2Cl)cc1	1.3	-3	19	-4	4	-1	-2	-5	-9
CCOc1ccccc1Nc1nc(-c2sc(NC(=O)c3cccc(Cl)c3)nc2C)cs1	1.4	6	-21	0	1	2	8	3	1
Cc1nc(Nc2nc3ccccc3o2)nc(C)c1C	-2.9	-7	-6	1	1	-1	16	14	-11
CC1(C(=O)O)CCC(C(=O)Nc2cccc(F)c2)C1(C)C (stereo not drawn)	2.0	-3	-1	-5	2	3	15	25	-8
O=C(COC(=O)Cc1cccs1)Nc1ccc(OC(F)(F)F)cc1	-2.6	3	4	0	1	-1	2	6	0
C=CCc1cc(C)ccc1OCCn1ccnc1	0.2	3	14	-12	1	3	-1	5	-6
O=C(COc1cccnc1[N+](=O)[O-])Nc1cccc(S(=O)(=O)N2CCCCC2)c1	6.0	-15	13	-3	2	-1	4	5	-19
O=C(O)c1ccc(N/N=C/c2cc(Br)cs2)cc1	-1.2	5	12	1	2	-1	5	-4	-3
CCC(C(=O)O/N=C(\N)c1ccc(C)cc1)c1ccccc1 (stereo not drawn)	-1.8	-1	-21	-1	-1	0	-1	0	2
CC(=O)c1c(NC(=O)c2ccccc2)[nH]c(-c2ccccc2)nc1=S	-1.4	-4	-2	1	2	-7	-1	4	0
COc1ccc(N2CCN(S(=O)(=O)c3ccc(C(=O)NC4CCCC4)cc3)CC2)cc1	1.3	1	2	-1	1	8	-3	16	7
NNC(=O)c1ccc(CN2CCCCC2)o1	2.3	6	5	1	1	-5	-8	8	3
CCCCNC(=S)NNC(=O)c1cccnc1	0.5	-1	1	2	1	11	-3	7	6
Cc1cc(C)cc(NC(=O)c2sc3nc4n(c(=O)c3c2C)CCC4)c1	-0.8	-5	12	-2	0	0	6	13	2
COc1ccc(-c2cc(=Nc3ccc(C(=O)O)cc3)c3cc(C)ccc3o2)cc1	-1.6	11	1	-2	17	-11	-13	-3	-4
CC(C)Cn1c(N)c(C(=O)CSc2nc3ccccc3n2C)c(=O)n(C)c1=O	1.3	-1	7	1	3	7	-5	6	-3
CCOc1ccc(N=C2SC(C(=O)Nc3ccccc3C#N)C(N)=C2C(=O)Nc2ccc(Cl)cc2)cc1 (stereo not drawn)	6.5	16	-32	2	5	-13	-17	-15	-8

# Fetched by compound from the entries so far, two records:
smiles	CRFBP-R2 agonist	CHRM5 antagonist	CRFR2-BP antag	CHRM5 agonist	M4 ag	CHRM4 PAM	M5 PAM	M1 PAM	M4 antag
O=C(NC(Cc1ccccc1)C(=O)O)/C(=C/c1cccc(Br)c1)NC(=O)c1ccco1 (stereo not drawn)	-0.5	4	-5	-1	-1	-1	-1	2	-8
COc1ccc(O)c(/C=N/Nc2nc(C)cc(-c3ccccc3)n2)c1	-0.3	-5	-1	-7	5	-10	-6	-4	-6

# Remaining list, next part
smiles	CRFBP-R2 agonist	CHRM5 antagonist	CRFR2-BP antag	CHRM5 agonist	M4 ag	CHRM4 PAM	M5 PAM	M1 PAM	M4 antag
CSc1ccccc1NC(=O)CN(C)CC(=O)Nc1ccc(N2CCOCC2)cc1	-0.4	7	-8	2	1	-2	6	9	-1
CCOC(=O)c1c(C)[nH]c(C)c1C(=O)COC(=O)/C=C/c1ccccc1[N+](=O)[O-]	-0.5	-6	0	-1	14	-5	-18	-3	4
CCCCCNC(=O)C(C1CC1)n1c(=O)c(-c2cc3ccccc3[nH]2)nc2ccccc21 (stereo not drawn)	.	9	.	2	3	3	-4	.	3
COc1ccc(Br)cc1-c1noc(-c2ccccc2)n1	2.0	-14	2	-5	1	3	5	1	-8
Clc1ccc(Oc2cccc(/C=N/n3cnnc3)c2)cc1	-0.8	-5	-22	-1	2	7	4	2	2
OCCCc1nc2ccccc2[nH]1	0.4	-6	19	-1	1	3	0	7	-6
CN(C)CCCn1c(SCC(=O)Nc2nc(-c3cccc(Br)c3)cs2)nc2ccccc2c1=O	0.0	4	-13	-16	4	-8	15	11	14
O=C(NCC1CCCO1)c1ccc(S(=O)(=O)N2CCCCC2)cc1 (stereo not drawn)	-1.8	3	-7	-1	1	-1	-1	3	-3
CC(=C\c1ccco1)/C=C1/SC(=S)N(CC(=O)O)C1=O	0.2	9	4	1	1	-2	-4	2	-2
CC1(C)NC(=O)N(CC(=O)N2CCN(c3cccc(Cl)c3)CC2)C1=O	-0.9	-3	-5	2	2	4	7	1	-3
C=CCOc1ccc(CNn2c(C)n[nH]c2=S)cc1OC	-2.3	-5	-7	0	1	16	4	8	-1
CSCCC(NC(=O)c1cncc(Br)c1)C(=O)O (stereo not drawn)	4.3	7	-4	-3	1	14	-7	11	-4
O=C(CN1C(=O)NC2(CCc3ccccc3C2)C1=O)Nc1ccc(Cl)cc1F (stereo not drawn)	-0.7	-7	-37	-2	0	-8	0	-2	-4
Cc1ccc(-c2nc3ccccc3c(=O)n2NC(=O)c2cccs2)cc1	-1.3	4	-32	2	2	4	-2	14	1
Cc1cc(=O)n(CCO)c(O)c1C#N	1.8	-3	1	1	1	2	0	7	-3
COc1cc(OC)cc(C(=O)NCC2CCCN(C(=O)c3csc(C)n3)C2)c1 (stereo not drawn)	-2.1	7	8	-5	0	11	-1	15	-3
COc1cc(/C=N/Nc2ncc(C(F)(F)F)cc2Cl)cc(OC)c1OC	-2.3	12	-18	-7	1	-5	-4	-1	7
CC(=O)NCc1ccc(-c2nc3ccccc3s2)cc1	0.6	0	-4	-1	1	-2	7	9	1

# Compounds shown so far containing an NH in an aromatic ring:
smiles	CRFBP-R2 agonist	CHRM5 antagonist	CRFR2-BP antag	CHRM5 agonist	M4 ag	CHRM4 PAM	M5 PAM	M1 PAM	M4 antag
C[C@H](NC(=O)c1[nH]cnc1C(=O)Nc1ccccc1)c1ccccc1	-1.6	3	-9	0	3	7	2	-6	-2
CC(=O)c1c(NC(=O)c2ccccc2)[nH]c(-c2ccccc2)nc1=S	-1.4	-4	-2	1	2	-7	-1	4	0
CCOC(=O)c1c(C)[nH]c(C)c1C(=O)COC(=O)/C=C/c1ccccc1[N+](=O)[O-]	-0.5	-6	0	-1	14	-5	-18	-3	4
CCCCCNC(=O)C(C1CC1)n1c(=O)c(-c2cc3ccccc3[nH]2)nc2ccccc21 (stereo not drawn)	.	9	.	2	3	3	-4	.	3
OCCCc1nc2ccccc2[nH]1	0.4	-6	19	-1	1	3	0	7	-6
C=CCOc1ccc(CNn2c(C)n[nH]c2=S)cc1OC	-2.3	-5	-7	0	1	16	4	8	-1
